E-selectin induc: induces E-selectin expression in human endothelial cells. HUVEC E-selectin immunofluorescence imaging; normalized: neutral wells 0, TNF-alpha wells 100. activation, % at 7.58 µM. hit rate 0.37% among 260,000. AID 686992;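 active means mean E-selectin-positive cell signal at least 10% of the positive control, reached in at least 60% of replicates, without over 20% cell loss; inconclusive means no rule given, readout overlaps actives, possibly toxicity-flagged; inactive means the rest, including those meeting only one limit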;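 further: in these data hits start at about 27%; measured in HUVEC primary endothelial cells; signal is the percent of cells scored E-selectin positive by PE staining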
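Material: HUVEC primary endothelial cells; Amount: 3,000 cells per well; Dosing: single concentration; Medium: EGM-2 growth medium on 0.1% gelatin-coated wells; Read-out basis: percent E-selectin-positive cells; Signal: immunofluorescence imaging; Control set: TNF-alpha, DMSO.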
S100A4 inh HTS: S100A4-myosin IIA interaction inhibition. P26447. S100A4/TAMRA-MyoIIA peptide fluorescence polarization. inhibition, % at 10.7 µM. hit rate 0.14% among 360,000. AID 652163;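 active means mean inhibition of at least 70% across replicates, with every replicate also reaching that level; inconclusive means mean inhibition reaches 70% but some replicates fall short; inactive means mean inhibition below 70%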
Target sequence (P26447 whole entry, looked up): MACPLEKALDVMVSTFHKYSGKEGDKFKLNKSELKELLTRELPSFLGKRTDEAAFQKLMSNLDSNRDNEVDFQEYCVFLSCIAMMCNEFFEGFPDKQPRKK
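System – human S100A4 monomer protein, biochemical binding assay · Buffer or medium – Calcium-containing HEPES buffer, pH 7.2 · Timing – 5 min between mix addition and reading · Also added – TAMRA-labelled myosin IIA heavy-chain peptide probe, 5 nM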
SIRT5 block: inhibitors of human sirtuin-5 desuccinylase. Q9NXA8. Purified SirT5, succinyl-peptide AMC, trypsin-coupled fluorescence. inhibition, % at 15 µM. hit rate 1.1% among 330,000; in the data active means inhibition above about 15%; inconclusive means no clear call, values can overlap the other calls
Target sequence (Q9NXA8 whole entry, looked up): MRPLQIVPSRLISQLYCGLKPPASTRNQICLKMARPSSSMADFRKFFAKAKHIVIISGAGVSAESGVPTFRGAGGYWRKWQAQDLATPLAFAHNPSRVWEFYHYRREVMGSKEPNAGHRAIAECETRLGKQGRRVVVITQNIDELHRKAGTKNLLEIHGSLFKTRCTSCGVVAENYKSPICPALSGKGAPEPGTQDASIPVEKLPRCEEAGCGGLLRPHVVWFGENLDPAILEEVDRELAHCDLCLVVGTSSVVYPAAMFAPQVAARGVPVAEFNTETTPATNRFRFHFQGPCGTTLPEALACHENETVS
PglD inh: PglD (C. jejuni) enzyme inhibition; inhibition, % at 12.5 µM; purified PglD enzyme, DTNB colorimetric CoA detection; hit rate 0.098% among 360,000; AID 602405; in the data active means inhibition above about 16%, passing the limit was not always enough; inconclusive means no clear call, values can overlap the other calls; further: strong numbers were not always called active
DENV2 CPE rescue: protects cells from dengue virus 2 cytopathic effect. DENV2-infected cells, cytopathic effect rescue, plate reader. CPE inhibition, % at 9.99 µM. hit rate 1.7% among 350,000; in the data active means CPE inhibition above about 20%, passing the limit was not always enough; inconclusive means no clear call, values can overlap the other calls; tested in BHK-21 cells;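 further: 0% = median of neutral control wells and 100% = median of positive control wells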
Statin myotox sup: suppression of simvastatin myotoxicity | C2C12 myotubes + simvastatin, ATP luminescence, 48 h; scaled: DMSO 0, geranylgeraniol control 100 | rescue of ATP level, % at 7.49 µM | hit rate 0.78% among 330,000;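 active means mean ATP rescue above about 67%, or every replicate alone reaching that limit, limit read from the data, passing the limit was not always enough; inconclusive means no clear call, values can overlap the other calls; inactive means mean under the limit and some replicate under it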;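 further: myotubes were challenged with 10 µM simvastatin during compound exposure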
ERp5 inh: inhibitors of human ERp5; Q15084; ERp5 insulin aggregation, absorbance 650 nm, 90 min; inhibition, % at 9.99 µM; hit rate 0.05% among 350,000;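 active means mean replicate inhibition above about 25%, with every replicate also reaching it, limit read from the data, passing the limit was not always enough; inconclusive means only one of those two criteria met; inactive means neither criterion met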
Target sequence (Q15084 whole entry, looked up): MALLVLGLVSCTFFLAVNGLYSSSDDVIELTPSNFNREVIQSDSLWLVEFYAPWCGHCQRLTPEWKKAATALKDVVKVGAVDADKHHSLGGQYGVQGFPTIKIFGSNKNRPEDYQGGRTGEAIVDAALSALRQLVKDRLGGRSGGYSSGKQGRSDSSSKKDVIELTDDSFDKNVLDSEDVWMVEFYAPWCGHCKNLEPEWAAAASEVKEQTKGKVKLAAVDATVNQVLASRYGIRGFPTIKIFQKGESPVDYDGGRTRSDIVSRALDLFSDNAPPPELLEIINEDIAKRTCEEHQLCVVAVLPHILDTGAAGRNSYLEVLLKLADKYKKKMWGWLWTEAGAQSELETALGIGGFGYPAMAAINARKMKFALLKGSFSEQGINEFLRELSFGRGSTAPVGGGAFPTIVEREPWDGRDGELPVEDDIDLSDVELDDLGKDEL
The depositor's hits bear a star; ? = inconclusive; / = no result given; & = joins results of further samples.

SMILES	E-selectin induc	S100A4 inh HTS	SIRT5 block	PglD inh	DENV2 CPE rescue	Statin myotox sup	ERp5 inh
CCc1c(C(=O)Nc2cc(C(=O)OC)ccc2C)csc1C	0.9	9	-1	-3	88*	7	5
CC(NC(=O)/C(C#N)=C/c1cn(-c2ccccc2)nc1-c1ccc(F)cc1)c1ccccc1 (centres undefined)	-0.2	3	-4	-1	-4	/	0
O=C1NC(Cc2ccc(O)cc2)c2nc3cc(F)c(F)cc3c(=O)n2-c2ncccc21 (centres undefined)	0.0	-5	/	-1	-10	-13	-3
CO[C@H]1CN(C)C(=O)c2ccc(NS(=O)(=O)c3ccccc3)cc2OC[C@@H](C)N(Cc2nccs2)C[C@@H]1C	0.1	6	1	44	-7	10	-2
FC(F)Oc1ccccc1NC(=S)Nc1cccnc1	4.7	2	-1	/	5	/	0
O=C(c1ccc(CS(=O)Cc2ccc(Cl)cc2)o1)N1CCN(c2ccccc2F)CC1 (centres undefined)	/	4	0	0	-3	0	4
CN1C(=O)c2cc(NC(=O)Cc3cccs3)ccc2OC[C@H]2O[C@@H](CC(=O)NCc3ccc(-c4ccccc4)cc3)CC[C@H]21	1.5	-4	-1	-5	-1	72*	0
CCOC(=O)[C@]12CCC=C1N(Cc1ccco1)C(=O)[C@H](CC(=O)N1CCCCC1)C2	0.2	4	-5	/	-6	/	3
COc1cccc(CNCc2ccccc2OC)c1	/	-1	-1	7	1	-6	2
Cc1nc2ccccc2c2oc(C(=O)NCCN3CCN(C)CC3)cc12	/	-1	/	1	22*	-6	-6
C[C@H]1CN([C@@H](C)CO)C(=O)Cc2cc(NC(=O)Cc3cn(C)c4ccccc34)ccc2O[C@H]1CN(C)Cc1ccc(Cl)c(Cl)c1	-8.1	-9	-2	4	4	60	-7
COc1cc(Cc2cnc(N)nc2N)cc(OC)c1OC	0.5&0.0	-5&-3	1&-4	-1&3	1&7	0&2	5&5
O=C(C[C@H]1CC[C@H]2[C@@H](COC[C@@H](O)CN2Cc2ccncc2)O1)NCC1CC1	-0.1	-8	0	3	-3	-8	-1
COc1ccc(OC)c(-c2nc(C(=O)NCCCN3CCOCC3)cc3c2[nH]c2ccccc23)c1	/	1	/	1	?	-9	2
N#Cc1c(/N=C/C=C/c2ccccc2)sc2c1CCCC2	/	-6	0	-3	-5	-11	-2
COc1ccc(Cn2c(-c3ccc(C)cc3)nc3c(c(=O)c4ccccc4n3C)c2=O)cc1	/	-6	-1	/	4	/	-50
CCCN(C(=O)COc1ccc(Cl)cc1Cl)c1c(N)n(Cc2ccccc2)c(=O)[nH]c1=O	/	-5	-3	/	/	/	1
COc1ccc(CCNC2=CC(=O)N(c3ccc(F)cc3)C2=O)cc1	-0.1	-7	-1	/	12	/	-2
C/C=C/c1ccc([C@H]2[C@@H](CO)N(c3nc(CC)cs3)[C@H]2C#N)cc1	0.3	-7	4	-3	?	-35	0
COc1cc(C(=S)N2CCCCC2)ccc1OCC(=O)Nc1ccccc1Cl	2.9	2	-3	0	/	3	-2

Overlap with the part before: 4 compounds, then new ones.
SMILES	E-selectin induc	S100A4 inh HTS	SIRT5 block	PglD inh	DENV2 CPE rescue	Statin myotox sup	ERp5 inh
CCCN(C(=O)COc1ccc(Cl)cc1Cl)c1c(N)n(Cc2ccccc2)c(=O)[nH]c1=O	/	-5	-3	/	/	/	1
COc1ccc(CCNC2=CC(=O)N(c3ccc(F)cc3)C2=O)cc1	-0.1	-7	-1	/	12	/	-2
C/C=C/c1ccc([C@H]2[C@@H](CO)N(c3nc(CC)cs3)[C@H]2C#N)cc1	0.3	-7	4	-3	?	-35	0
COc1cc(C(=S)N2CCCCC2)ccc1OCC(=O)Nc1ccccc1Cl	2.9	2	-3	0	/	3	-2
CCc1nonc1NC(=O)c1oc2cc(Br)ccc2c1C	/	-2	0	-6	-11	1	-1
COc1ccc(CCNC(=O)c2ccc(OCc3c(C)noc3C)cc2)cc1OC	/	4	-9	0	14	9	-1
O=C(NCC1CCCN(C(=O)c2cccc(C(F)(F)F)c2)C1)c1ccc(F)cc1 (centres undefined)	/	-3	0	-4	1	-5	-1
O=C(O)CNc1ccc(S(=O)(=O)C(F)(F)F)cc1[N+](=O)[O-]	-0.1	4	0	-8	1	18	0
O=C(CSc1nc2c(sc3ccccc32)c(=O)n1CCCN1CCCC1)NCc1ccccc1	/	1	-8	/	11	/	3
Cc1ccc(C)c(OCC(=O)NNC(=O)c2ccc(=O)[nH]c2)c1	0.4	-3	-1	-2	6	6	4
N#Cc1ccc(OCC(=O)OCC(=O)N2CCc3ccccc32)cc1	/	3	/	-4	-4	9	-4
C[C@@H]1CCCCO[C@H](CN(C)C(=O)CCC(F)(F)F)[C@@H](C)CN([C@H](C)CO)C(=O)c2cc(NC(=O)Nc3ccc4c(c3)OCO4)ccc2O1	-0.1	1	6	-4	19	-10	0
O=C(OCC(=O)N1CCC(Cc2ccccc2)CC1)c1cncc(Br)c1	12	-3	-2	3	-4	18	2
CC(=O)c1ccc(OCC(=O)NC2CCCN(Cc3ccccc3F)C2)cc1 (centres undefined)	9.9	7	-3	-2	-7	-4	-50
COCC(=O)N1[C@@H]2CN(C)c3ccccc3[C@@H]2[C@@H]1CO	-0.2	4	-2	-1	0	-5	4
C[C@@H]1CCCCO[C@@H](CN(C)S(=O)(=O)c2ccccc2)[C@@H](C)CN([C@H](C)CO)C(=O)c2cc(NC(=O)NC3CCCCC3)ccc2O1	2.7	3	2	-2	0	/	2
CCC(=O)N1[C@@H]2c3ccc(C4=CCCC4)c(=O)n3C[C@@H]2[C@@H](CO)[C@@H]1C(=O)NC1CCCC1	-0.1	-4	9	0	4	-1	-1
Cc1ccc(-c2cc(-c3ccc(C)cc3O)[nH]n2)cc1	/	-9	-1	4	1	0	-3
CCCN(C(=O)CSc1nnnn1-c1ccccc1OC)C1CCS(=O)(=O)C1 (centres undefined)	-3.9	-2	-2	4	-7	/	-19
Cc1csc(NC(=O)CSc2nnc(NC(=O)COc3ccc(Cl)cc3)s2)n1	0.8	5	0	-5	-5	27	0
CN(C)c1ccc(C(=S)N2CCN(S(=O)(=O)c3ccccc3)CC2)cc1	/	0	-1	-6	-5	18	7
CC(C)c1cn(CC[C@@H]2CC[C@@H](NS(=O)(=O)c3ccc(Cl)cc3)[C@H](CO)O2)nn1	-0.5	-13	-4	-1	5	7	-1
COc1ccc2c3c([nH]c2c1)[C@@H](CO)N(Cc1nccs1)CC31CCN(Cc2cncnc2)CC1	-0.4	11	/	/	0	/	-1
Cc1ccc(NC(=O)c2cccc(OC(F)F)c2)c(OC(F)F)c1	0.7	-3	4	-1	2	1	0
CN(C)S(=O)(=O)n1cc(/C=C(\NC(=O)c2ccccc2)C(=O)N2CCOCC2)c2ccccc21	/	6	1	-5	-7	2	5
CCS(=O)(=O)Nc1ccc2c(c1)C(=O)N(C)[C@H]1CC[C@H](CC(=O)NCc3ccc(OC)cc3)O[C@@H]1CO2	0.5	11	-8	0	15	9	13
CC1CCc2c(sc(NC(=O)COC(=O)C3CCCO3)c2C#N)C1 (centres undefined)	-0.1	2	0	/	-1	/	-10
O=C(Cn1cnc2c(NCc3ccccc3)ncnc21)NCCCN1CCCC1=O	0.0	-1	-4	0	-12	-13	4
O=S(=O)(c1ccc(C(F)(F)F)cc1)N1CCN(CCc2ccccc2)CC1	0.0	1	-3	-5	?	11	1
CC1CCN(C(=S)c2cn(Cc3ccc(F)cc3)c3ccccc23)CC1	/	-5	-1	-6	/	45	1
CC(C)Oc1cccc(C(=O)N/N=C/c2coc3ccccc3c2=O)c1	/	-7	10	-2	?	-3	-1
CO[C@@H]1CN(C)C(=O)c2ccc(NC(=O)C3CC3)cc2OC[C@H](C)N(C(=O)NC(C)C)C[C@@H]1C	-0.1	-4	-2	1	-3	-10	-1
CC(=O)c1cccc(NC(=O)C2CCN(C(=O)c3ccc([N+](=O)[O-])cc3)CC2)c1	/	-6	-1	12	-2	11	3
O=C(NNC(=O)c1cccs1)c1ccccn1	/	3	/	0	-10	-3	-1
COc1ccccc1N1CCN(S(=O)(=O)c2c(C)[nH]c(C)c2C(=O)N2CCCCC2)CC1	/	3	-4	0	0	-6	0
O=C(NCCCCc1ccccc1)C1CC(c2ccc([N+](=O)[O-])cc2)=NO1 (centres undefined)	-0.6	18	/	5	15	32	-1
CCCNC(=O)N1C[C@@H](O)COC[C@H]2O[C@H](CC(=O)N[C@@H]3CCN(Cc4ccccc4)C3)CC[C@@H]21	0.0	-27	1	0	-6	-15	-2
Cc1ccc(N2CC(C(=O)Nc3nnc(SCC(=O)N4CCOCC4)s3)CC2=O)cc1 (centres undefined)	0.2	4	-1	-1	15	-1	18
COCc1cn(CC[C@@H]2CC[C@H](NC(=O)Nc3ccc(OC)cc3)[C@H](CO)O2)nn1	-1.5	0	4	1	4	0	-5
C[C@@H]1CN([C@H](C)CO)C(=O)c2cc(C3=CCCCC3)cnc2O[C@@H]1CN(C)C(=O)c1ccccc1	0.4	-5	5	/	-15	/	6
Cc1ccc(SCC(=O)Nc2ccc(N3CCN(C)CC3)c(F)c2)c(C)c1	4.9	1	3	/	2	/	3
Cc1ccc(S(=O)(=O)N(C)C[C@@H]2Oc3c(NC(=O)Nc4ccc5c(c4)OCO5)cccc3C(=O)N([C@H](C)CO)C[C@H]2C)cc1	-0.1	-1	9	-1	-4	-10	-3
CC(=O)c1ccc(S(=O)(=O)N(C)CCCC(=O)N(C)Cc2ccccc2F)cc1	/	1	-4	3	4	-30	8
COC(=O)C1=CC(C(=O)c2cccs2)=NN(c2ccc(OC)cc2)C1C(=O)OC (centres undefined)	-0.2	-5	0	/	-2	/	2
C=CCn1c(NC(=O)c2ccco2)nc2ccccc21	0.0	2	0	0	-5	16	-1
CCOC(=O)CSc1nnc(CSc2nc(N)c3c(C)c(C)sc3n2)n1-c1ccccc1	/	3	-5	/	10	/	13
COC(=O)c1cccc(CSC(=S)N2CCCC2)c1	-0.2	-2	5	2	5	1	0
CN(C)CC(C)(C)CNS(=O)(=O)c1ccc(Cl)c(Cl)c1	/	-2	-6	-2	12	-2	-2
Cc1ccccc1C(=O)N1CCN(S(=O)(=O)c2cccs2)CC1	-0.1	-31	-2	5	0	/	0
CCS(=O)(=O)Nc1ccc2c(c1)C(=O)N(C)C[C@H](OC)[C@@H](C)CN(C(=O)c1ccc3c(c1)OCO3)[C@H](C)CO2	0.1	2	3	0	-2	-14	-5
Cc1cc(Cl)c(C(=O)Nc2cccc(C(F)(F)F)c2)c(C)n1	-0.2	7	-6	0	4	-10	-1
CN(c1ccc(OCc2ccc([N+](=O)[O-])cc2)cc1)S(=O)(=O)c1ccccc1	-0.2	2	/	3	2	47	-2
CSc1nc(N)nc2c1ncn2CC(=O)N1CCN(Cc2c(C)cc(C)cc2C)CC1	-0.1	0	/	1	-8	-9	-2
CCNC(=S)NNC(=O)CSc1nc2ccccc2[nH]1	-1.1	1	2	0	9	14	1
COc1ccc(F)cc1CN1CCN(C(=O)CCC(=O)Nc2nnc(CC(C)C)s2)CC1	/	9	-2	-7	-6	12	4
CCOC(=O)N1CCC(Nc2c(NCCCN(CC)Cc3ccccc3)c(=O)c2=O)CC1	-0.8&-0.8	-2&-4	1&1	-13&1	0&13	-2&1	-3&5
COc1ccc(-c2cc(C(=O)c3c(N)n(C)c(=O)n(C)c3=O)c3ccccc3n2)cc1	/	4	1	/	4	/	-3
CCOc1ccc2c(c1)OC1(CCC(C)C1)CC2=O (centres undefined)	0.0	-3	/	4	5	/	-3
COC(=O)C[C@H]1c2ccc(C(F)(F)F)cc2S(=O)(=O)N1Cc1ccccc1	0.0	4	-1	-1	-10	6	3

Bioassay records (PubChem)

Some of the compounds tested, so the mix of outcomes need not match the whole.
